Glioma ERSR ind: induces the endoplasmic reticulum stress response in human glioma cells | Potency, µM, for inactives: at the highest dose activation, most hits filed as activators | U87-MG GRP78 promoter luciferase reporter, 16 h | AID 602332 | actives 0.02% (n = 420,000); note: potency is the fitted concentration of half-maximal effect; series mostly up to about 76 µM; % of control where 0% means no effect; nearly all actives have a fitted effect of over 35% in size
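Stably transfected U87-MG glioma cells carrying a GRP78-based luciferase sensor; 16 h compound incubation. Luminescence end-point read 10 min after Bright-Glo addition at room temperature.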
Vif-A3F inh: blocks the Vif interaction with APOBEC3F; HeLa A3F-eYFP + Vif (tagged APOBEC3F with the HIV-1 protein that degrades it), YFP fluorescence increase; Potency, µM (top dose mostly 46.1 µM), for the others: top-dose activity, negative = active; actives 0.2% (n = 390,000); AID 602313; note: potency is the fitted concentration of half-maximal effect; % of control where 0% means no effect; nearly all actives have a fitted effect of over 65% in size
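HeLa cells stably expressing Vif plus C-terminally eYFP-tagged A3F were seeded, incubated overnight at 37 deg C, dosed with compound, incubated overnight again at 37 deg C. Yellow fluorescence (Ex 488/Em 500-530) reported blocked Vif-mediated A3F-eYFP degradation.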
rTrxR1 inhibitor: inhibitors of rat thioredoxin reductase 1. O89049. recombinant rTrxR1, NADPH fluorescence consumption, selenite substrate. Potency, µM (highest dose often 114 µM), for inactives: top-dose activity change, negative = inhibition, most hits filed as inhibitors. actives 1% (n = 390,000); note: potency is the fitted concentration of half-maximal effect; % is set by controls: 0 for no effect and ±100 for the full control effect; nearly all actives have a fitted effect of over 65% in size
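Rat TrxR1 (90 nM in the dispensed reagent) was pre-reduced with 400 uM NADPH for 5 min at room temperature, then incubated with compound for 15 min. After 400 uM selenite was added, NADPH fluorescence (Ex 340/Em 450 nm) was followed for 8 min.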
Vif-A3G inh: Vif-A3G binding inhibition; Potency, µM (series often up to 46.1 µM), without a hit: top-dose activity, negative = active, actives largely listed as inhibitors; actives 0.076% (n = 410,000); HeLa A3G-eYFP + Vif (tagged APOBEC3G with the HIV-1 protein that degrades it), YFP fluorescence, overnight;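 note: potency is the fitted concentration of half-maximal effect; % is set by controls: 0 for no effect and ±100 for the full control effect; nearly all actives have a fitted effect of over 60% in size; hits raise eYFP signal because A3G escapes Vif-driven loss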
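Read-out is eYFP fluorescence (Ex 488/Em 500-530) from Vif-expressing HeLa A3G-eYFP cells; more signal means A3G escaped Vif-mediated degradation. Cells plated overnight, compound pinned in, incubated overnight at 37 deg C.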
TrxR1 substrate: substrates of rat thioredoxin reductase 1; O89049; actives 0.01% (n = 390,000); AID 588456; purified TrxR1 substrate turnover, NADPH consumption readout; Potency, µM (titrated, usually from 114 µM), for the others: at the highest dose activity change, negative = substrate turnover; note: potency is the fitted concentration of half-maximal effect; % is set by controls: 0 for no effect and ±100 for the full control effect; nearly all actives have a fitted effect of over 50% in size
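Rat TrxR1, dispensed at 90 nM, was prereduced with 400 uM NADPH (final) for 5 min at ~22 deg C, then incubated with compound 15 min before 400 uM selenite. A first-read NADPH fluorescence drop versus no-compound background flagged substrates.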
USP1 inh: blocks the human USP1/UAF1 deubiquitinase complex. O94782. recombinant USP1/UAF1, Ub-Rhodamine cleavage fluorescence. Potency, µM (top dose mostly 57.1 µM), inactives show at the highest dose activity change, negative = inhibition, usual class: inhibitors. actives 0.23% (n = 390,000). AID 743255; note: potency is the fitted concentration of half-maximal effect; % is set by controls: 0 for no effect and ±100 for the full control effect; nearly all actives have a fitted effect of over 60% in size; inactives centre near -12
Target sequence (O94782 whole entry, looked up): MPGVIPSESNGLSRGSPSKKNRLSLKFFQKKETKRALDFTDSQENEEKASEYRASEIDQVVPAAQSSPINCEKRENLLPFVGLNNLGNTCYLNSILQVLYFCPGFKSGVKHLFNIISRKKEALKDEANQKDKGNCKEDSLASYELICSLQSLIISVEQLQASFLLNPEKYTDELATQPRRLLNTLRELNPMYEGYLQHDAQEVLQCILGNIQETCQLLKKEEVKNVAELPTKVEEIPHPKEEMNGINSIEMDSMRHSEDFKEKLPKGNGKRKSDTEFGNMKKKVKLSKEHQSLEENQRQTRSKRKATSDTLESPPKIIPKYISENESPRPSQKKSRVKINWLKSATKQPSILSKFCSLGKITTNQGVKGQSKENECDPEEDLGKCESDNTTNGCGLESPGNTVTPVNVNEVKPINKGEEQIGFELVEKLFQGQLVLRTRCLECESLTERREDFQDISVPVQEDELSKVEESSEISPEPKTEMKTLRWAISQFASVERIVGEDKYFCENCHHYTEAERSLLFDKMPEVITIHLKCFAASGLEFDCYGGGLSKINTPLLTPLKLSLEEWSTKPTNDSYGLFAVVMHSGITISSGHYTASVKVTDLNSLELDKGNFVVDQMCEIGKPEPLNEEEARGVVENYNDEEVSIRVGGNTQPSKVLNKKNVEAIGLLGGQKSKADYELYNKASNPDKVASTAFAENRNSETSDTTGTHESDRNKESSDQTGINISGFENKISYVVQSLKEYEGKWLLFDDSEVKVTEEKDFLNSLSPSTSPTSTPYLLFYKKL
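USP1/UAF1 complex (1 nM) preincubated 15 min at room temperature with compound, then Ub-Rho substrate (150 nM final) added. Kinetic fluorescence at 480/540 nm over 6 reads at 60 s intervals; 50 mM HEPES pH 7.8, 0.5 mM EDTA, 0.1 mg/ml BSA, 1 mM TCEP, 0.01% Tween-20.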
LDHA inh: LDHA (human) enzyme inhibition. P00338. purified LDHA, NADH/diaphorase-resazurin fluorescence; hits give low values. activity change, % (values are at about 110 or 230 µM). actives 0.15% (n = 480,000). AID 1347041; in the data active = activity change below about -30%; inconclusive = mostly about -25% to -30%;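 note: plate controls were DMSO wells for no effect and wells without enzyme for full effect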
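Human LDH5 (2 nM) was incubated with 0.06 mM NADH and 0.2 mM pyruvate for 5 min at room temperature in Tris pH 7.4. Remaining NADH was coupled through diaphorase/resazurin, and resorufin fluorescence was read at 0 and 20 min.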
IDH1 R132H inh: inhibitors of human mutant IDH1 R132H; IDH1-R132H enzyme, NADPH consumption, diaphorase/resazurin fluorescence; actives 0.093% (n = 390,000); O75874; Potency, µM (highest dose often 76.6 µM), without a hit: at the highest dose activity change, negative = inhibition, actives largely listed as inhibitors; note: potency is the fitted concentration of half-maximal effect; % is set by controls: 0 for no effect and ±100 for the full control effect; nearly all actives have a fitted effect of over 65% in size
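IDH1-R132H (0.5 ug/mL dispensed) in pH 7.5 Tris buffer was preincubated 30 min with compound, then given a substrate mix of 0.016 mM NADPH and 2 mM alpha-KG for 80 min at room temperature; remaining NADPH was read by diaphorase/resazurin fluorescence.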
RGS4 inhibitor: human RGS4 inhibition; AID 504845; actives 0.039% (n = 390,000); Potency, µM (top dose mostly 114 µM), inactives show top-dose activity change, negative = inhibition, actives largely listed as inhibitors; Transcreener GDP fluorescence polarization, RGS4-accelerated GTP hydrolysis; note: potency is the fitted concentration of half-maximal effect; % is set by controls: 0 for no effect and ±100 for the full control effect; nearly all actives have a fitted effect of over 75% in size; some results filed as inactive show a strong effect at the top dose
Target sequence (P49798 whole entry, looked up): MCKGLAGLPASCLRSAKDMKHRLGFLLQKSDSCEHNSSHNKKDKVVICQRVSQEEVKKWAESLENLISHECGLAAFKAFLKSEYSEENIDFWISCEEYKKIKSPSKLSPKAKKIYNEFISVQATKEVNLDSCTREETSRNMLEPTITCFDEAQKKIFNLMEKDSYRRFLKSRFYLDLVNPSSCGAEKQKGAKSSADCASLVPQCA
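MLSMR compounds (23 nl, pin-transferred) preincubated 10 min at room temperature with a 500nM (2x) first reagent, then RGS4 at 900nM (2x) plus Transcreener GDP mix added; fluorescence polarization (620/688 nm) read before and after 90 min at 30 °C.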
An asterisk follows results filed as active; ? = inconclusive; . = no result given; & = joins results of further samples; [ ] = dose if it differs, or a comment. Unless noted, calls come from the whole dose curve; as a rule, active = well fitted curve in the direction sought with a large enough effect; inconclusive = small, poorly fitted or top-dose-only effect, or another doubt; inactive = no such curve, though single readings can be large; an effect the other way counts as inactive or inconclusive. An excerpt (hit frequency here may not be typical).

SMILES	Glioma ERSR ind	Vif-A3F inh	rTrxR1 inhibitor	Vif-A3G inh	TrxR1 substrate	USP1 inh	LDHA inh	IDH1 R132H inh	RGS4 inhibitor
Cc1c(C(=O)NCCN(C)C)oc2c1-c1nn(Cc3cccc(Cl)c3)cc1CC2	0%	-4%	28%	-5%	3%	-7%	16	-9%	3%
O=C(CSc1ccc2c(c1)OCCO2)Nc1ccc(N2CCOCC2)cc1	-4%	0%	25%[57.1 µM]	2%	-1%[57.1 µM]	-4%	-5	13%	11%
Cc1ccc(-c2nc(N)nc(N)n2)c(C)c1	2%	-5%	11%	-1%	5%	-11%	4	7%	-4%
O=c1c2cc3c(cc2nc2sc(Nc4ccccc4)nn12)OCO3	3%	-7%	12%	1%	5%[2.29 µM]	-26%	1	0%	-35%
COc1ccc(C(=O)NC(=S)N2CC(C)OC(C)C2)cc1OC (stereo not drawn)	0%	-22%	?	8%	-11%	-7%	-3	-4%	-10%
CN1C(=O)C(CC(=O)Nc2ccc(F)cc2)N(Cc2ccco2)C1=S (stereo not drawn)	0%	5%	10%[57.1 µM]	-3%	-4%	-4%	-11	0%	?
O=C(COc1ccccc1F)N1N=C(c2cccs2)CC1c1ccco1 (stereo not drawn)	-3%	-29%	?	-11%	21%	-11%	0	9%	-31%
S=c1[nH]nc(Cc2n[nH]c(=S)n2-c2ccccc2)n1-c1ccccc1	-4%	-1%	-23%	2%	2%	-13%	-1	-5%	-12%
COc1cccc(NC(=O)CSc2ccc(-c3sc(C)nc3C)nn2)c1	-3%	-6%	3%	-6%	-5%	2%	-4	1%	1%
CC(Oc1cc2oc(=O)c3c(c2cc1Cl)CCC3)C(=O)N1C[C@H]2C[C@@H](C1)c1cccc(=O)n1C2 (stereo partly drawn)	0%	0%	-1%	-2%	73%[activator]	-23%	3	-1%	-18%
Cc1ccc(-c2nc3cc(NC(=O)C(C)C)ccc3o2)cc1C	1%	-1%	89%[activator]	0%	150%[activator]	-18%	-7	3%	-4%
CCCCCCN=CC1=C(O)C(C(=O)OC)C(C)(C)CC1=O (stereo not drawn)	1%	8%	9%[57.1 µM]	2%	5%[57.1 µM]	-10%	-9	0%	7%
Cc1cc(/C=C\c2ccc3cc(N(C)C)ccc3[n+]2C)c(C)n1-c1ccccc1	-8%&-5%	3.2µM*	-11%	7.1µM*	-6%	-16%	37	-17%	-48%
Cc1onc(-c2ccccc2Cl)c1C(=O)NCc1nnnn1-c1ccc(F)cc1	-5%	7%	0%	-1%	-5%	-9%	2	4%	11%
O=C(NCCC1=CCCCC1)C(=O)NCc1ccccc1Cl	3%	-15%	22%	1%	5%	-4%	-10	1%	46%
O=C(/C=C/c1cccc(F)c1)OCC(=O)N1CCCc2ccccc21	-4%	-14%	21%[57.1 µM]	1%	7%	-22%	-3	6%	1%
COc1ccc(C2CC(=O)c3cnc(NC(=O)c4ccccc4)nc3C2)c(OC)c1 (stereo not drawn)	0%	-9%	6%	?	-3%	5%	4	1%	15%
Cc1cccc(C(=O)c2c(N)sc3c2CCCC3)c1	-3%	-5%	?	-5%	-6%	-17%	3	1%	-20%
N#Cc1c(-c2ccccc2)nc(-c2ccccc2)[nH]c1=O	-2%	1%	-1%[57.1 µM]	1%	7%[57.1 µM]	1%	-5	-7%	35%
O=C(CCNC(=O)c1ccc([N+](=O)[O-])cc1)NCCC1=CCCCC1	-5%	-17%	5%[57.1 µM]	0%	2%[57.1 µM]	-20%	-4	-6%	11%
O=c1ccnc(Sc2ncccc2[N+](=O)[O-])[nH]1	-2%	2%	-1%[57.1 µM]	2%	3%[57.1 µM]	-13%	1	1%	-4%
CN(C(=O)c1ccc(C#N)cc1)c1nnc(-c2ccccn2)s1	0%	3%	11%[57.1 µM]	2%	15%[57.1 µM]	-4%	-2	0%	-24%
CC(CN1C(C)CCCC1C)OC(=O)c1ccc(Cl)cc1 (stereo not drawn)	-5%	-3%	-7%	-1%	-7%	-3%	-8	-5%	19%
COC(=O)c1ccc(C(=O)NN)cc1	-2%	13%	9%[57.1 µM]	-4%	-20%[57.1 µM]	-8%	-2	2%	-11%
O=C(CN1CCOCC1)N1CCCc2c1c(=O)oc1ccc(OCc3ccccc3)cc21	-1%	-2%	23%[57.1 µM]	-1%	18%[57.1 µM]	-13%	9	8%	-5%
Cc1cc(C(=O)OCC(=O)Nc2cc(S(=O)(=O)N(C)C)ccc2Cl)c2ccccc2n1	-3%	3%	8%[57.1 µM]	-3%	8%[57.1 µM]	-10%	-9	2%	-2%
C/C(Cn1cnc([N+](=O)[O-])n1)=N\NC(=O)c1cccnc1	-3%	-3%	-7%	0%	-5%	-9%	11	-2%	-8%
Cc1cc(Nc2ccc(Cl)cc2)nc(-c2ccccc2O)n1	-4%	-19%	16%	-6%	15%	-28%	-3	8%	?
COc1ccc(S(=O)(=O)N(C)C)cc1NC(=O)C1CCN(c2ncnc3sc(C)c(C)c23)CC1	-2%	-1%	11%	6%	-2%	-7%	-5	-1%	6%
CCOc1ncccc1C(=O)OCC(=O)Nc1ccc2c(c1)OCCO2	6%	-9%	14%	-2%	-1%	-15%	-8	-2%	-5%
CCOc1ccc(NC(=O)c2ccc(-c3ccccc3)s2)cc1	1%	0%	3%	6%	3%	-1%	-3	-4%	8%
COc1ccc(-c2cc(-c3ccc(O)cc3)nc(N)c2C#N)cc1	2%	-7%	25%	-1%	26%	-16%	-7	-7%	-7%
CCOC(=O)C1CCN(C2=NC(=O)/C(=C/c3ccc(Cl)cc3)S2)CC1	-7%	2%	0%	-2%	-5%	-18%	-3	3%	-48%
COc1cccc(-c2cc(C(F)(F)F)nc(-n3cc(Cl)cn3)n2)c1	2%	-8%	8%	1%	27%	-11%	8	-1%	10%
CN1CCN(CCC(=O)Nc2ccccc2)CC1	1%	0%	10%[57.1 µM]	1%	2%[57.1 µM]	-9%	-5	3%	24%
Cc1ccc(/C=C/S(=O)(=O)NCC(=O)OCC(=O)Nc2ccc(C(N)=O)cc2)cc1	-3%	-7%	25%	2%	8%	-19%	-7	-2%	7%
COc1ccc(NC(=O)CN2CCc3ccccc3C2)cc1S(=O)(=O)N1CCOCC1	-1%	3%	6%[57.1 µM]	0%	-18%[57.1 µM]	-13%	0	4%	-33%
Cc1ccc(S(=O)(=O)N(C)/N=C/C=C/c2ccccc2)cc1	-5%	-5%	-10%[57.1 µM]	-5%	-5%	4%	1	3%	9%
CC(=O)N1CCOc2ccc(S(=O)(=O)Nc3ccc(Cl)cn3)cc21	-2%	3%	21%	-7%	-1%	-11%	-3	24%	9%
Cc1noc(C)c1COc1cccc(C(=O)N(C)Cc2cccs2)c1	0%	2%	16%	3%	2%	-10%	-11	20%	27%
CN(C)C(=O)Cn1c(=O)n(C)c2ccccc21	0%	-8%	5%	-3%	3%	-21%	-4	7%	1%
Cc1[nH]c2ccccc2c1C(=O)C(=O)N(C)c1ccccc1	-4%	.	14%	1%	2%	.	0	.	.
CCOc1ccc(NC(=O)COC(=O)CSCC(=O)Nc2ccc(C)cc2C)cc1	-3%	6%	13%	0%	0%	-16%	-4	5%	8%
O=C1CC(NCc2ccncc2)C(=O)N1c1ccc(Cl)cc1 (stereo not drawn)	-1%	-1%	-35%	0%	7%	-9%	2	0%	-31%
COc1ccccc1CNC(=O)N1CCN(c2ccccc2)CC1	-1%	-15%	17%	-4%	1%	2%	1	6%	-4%
COc1ccc(C(=O)Nc2cccnc2Sc2ccc(Cl)cc2)cc1	1%	11%	15%[57.1 µM]	-3%	9%[2.29 µM]	0%	-4	0%	-38%
O=C(C[C@H]1C[C@H](C(=O)N2CCOCC2)[C@@]2(CCC3CCCC3)c3[nH]c4ccc(Cl)cc4c3CCN2C1=O)NCCCn1ccnc1	1%	-13%	-2%	1%	-5%	?	-14	-31%	-5%
CCc1nn2c(=O)cc(COC(=O)c3ccc(NC(=O)C4CCCCC4)cc3)nc2s1	1%	-33%	14%[57.1 µM]	1%	0%[57.1 µM]	-22%	4	-9%	0%
CCCS(=O)(=O)N1CCCC(C(=O)NCCOC)C1 (stereo not drawn)	-1%	-7%	21%[57.1 µM]	-2%	2%[57.1 µM]	-10%	-2	-3%	12%
O=C(CN1CCCCCCC1)N/N=C/c1ccc(F)c(F)c1	2%	-2%	5%[57.1 µM]	0%	-8%[57.1 µM]	-15%	-12	2%	-21%
O=C(Nc1ccc(S(=O)(=O)N2CCOCC2)cc1)c1nn(-c2ccc(F)cc2)ccc1=O	8%	1%	6%	3%	-8%	-26%	1	-14%	0%
